Dyrk1A ADPGlo: Dyrk1A (rat) kinase inhibition; Q63470; ADP-Glo luminescence, NFATc1 peptide; inhibition, % at 12.5 µM; 310,000 tested, 0.43% active; in the data active = inhibition above about 50%;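 note: plate controls were vehicle with enzyme for no effect and no enzyme for full effect; many of its hits are not listed in these tables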
KLF5 inhibitor: kruppel-like factor 5 inhibition; DLD-1 KLF5 promoter-luciferase reporter, luminescence; inhibition, % at 5 µM; 290,000 tested, 0.23% active;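 active = inhibition above a per-plate limit of that plate's mean compound inhibition plus 3 SD, cut at about 60% in these data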;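 note: 0% = DMSO wells and 100% = LY294002 at 200 µM; higher means less KLF5 promoter-driven luciferase light; inactives centre near -14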
HSF1 inhib: HSF1 inhibition | NIH3T3-HGL HSE-luciferase, MG132-induced, luminescence 8 h; hits give low values | activity change, negative = inhibition, % at 7.5 µM (by protocol) | 300,000 tested, 0.77% active | AID 2098;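 active = more than half of replicate wells show activity change below -50%, luminescence cut by over half; inconclusive = some wells, but at most half, below -50%; inactive = no replicate well below -50%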;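 note: luciferase reports HSF-1 transcriptional activity via heat shock element; 0% = median of DMSO wells and -100% = zero luminescence signal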
IEC-6 tox: counter-screen for KLF5 inhibitors: cytotoxicity in IEC-6 cells; AID 1825; inhibition, % at 5 µM; 290,000 tested, 0.78% active; IEC-6 cytotoxicity, luminescence viability; in the data active = inhibition above about 22%;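 note: 0% = plate median of test compound wells and 100% = cytotoxic reference compound wells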
GSK3 alpha inh: human GSK-3 alpha kinase inhibition. inhibition, % at 10 µM. AID 2650. 320,000 tested, 0.1% active. P49840. ADP-Glo luminescence, 60 min;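 in the data active = inhibition above about 50%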;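 note: GST-tagged GSK-3 alpha with peptide substrate and 25 µM ATP; 0% = DMSO neutral wells and 100% = GW8510 positive control wells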
Target sequence (P49840 whole entry, looked up): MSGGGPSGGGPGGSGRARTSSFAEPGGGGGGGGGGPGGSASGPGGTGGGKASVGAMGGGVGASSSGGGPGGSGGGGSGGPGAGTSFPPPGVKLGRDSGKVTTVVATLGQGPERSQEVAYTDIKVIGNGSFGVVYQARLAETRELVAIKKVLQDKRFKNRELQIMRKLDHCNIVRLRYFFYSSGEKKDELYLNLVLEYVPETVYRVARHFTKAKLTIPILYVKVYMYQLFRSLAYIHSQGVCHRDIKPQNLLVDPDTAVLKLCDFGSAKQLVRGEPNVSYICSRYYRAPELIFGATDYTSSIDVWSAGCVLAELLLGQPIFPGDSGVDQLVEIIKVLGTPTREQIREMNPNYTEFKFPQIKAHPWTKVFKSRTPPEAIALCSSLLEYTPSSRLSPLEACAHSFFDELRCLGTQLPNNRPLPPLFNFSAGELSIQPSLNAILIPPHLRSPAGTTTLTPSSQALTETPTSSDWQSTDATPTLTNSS
HSP90 refold inh: inhibitors of HSP90 luciferase refolding in rabbit reticulocyte lysate; luciferase refolding luminescence, 3 h; inhibition, % at 5.6 µM; 290,000 tested, 0.91% active;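 active = inhibition above the screen-wide mean plus 3 SD, computed separately per campaign, cut at about 16% in these data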;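 note: 0% = DMSO wells and 100% = 60 µM geldanamycin wells; inhibitors lower the luminescence because luciferase stays unfolded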
GSK3B inh: human GSK3beta kinase inhibition. P49841. GST-GSK3beta kinase, ADP-Glo luminescence, 60 min; hits give low values. activity score (negative = inhibition), % at 10 µM. 300,000 tested, 0.038% active. AID 2097;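 active = more than half of replicate wells score below -50%, meaning over 50% inhibition versus plate controls; inconclusive = some replicates but at most half score below -50%; inactive = no replicate scores below -50%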;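 note: 0% = median DMSO wells and -100% = median GW8510 positive control wells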
Target sequence (P49841 whole entry, looked up): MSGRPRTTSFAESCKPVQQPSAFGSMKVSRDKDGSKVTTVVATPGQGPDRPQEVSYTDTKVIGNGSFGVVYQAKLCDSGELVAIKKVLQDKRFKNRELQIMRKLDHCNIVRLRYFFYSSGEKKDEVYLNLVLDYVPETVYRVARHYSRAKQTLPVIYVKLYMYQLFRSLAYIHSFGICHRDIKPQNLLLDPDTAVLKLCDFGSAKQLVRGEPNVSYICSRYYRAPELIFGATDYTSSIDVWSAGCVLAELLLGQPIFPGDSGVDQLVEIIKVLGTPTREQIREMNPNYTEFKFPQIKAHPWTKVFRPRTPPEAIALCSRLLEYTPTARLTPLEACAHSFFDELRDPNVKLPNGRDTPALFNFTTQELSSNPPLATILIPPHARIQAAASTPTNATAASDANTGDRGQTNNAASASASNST
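test system = GST-tagged human GSK3beta kinase, cell-free | reagent = 25 µM ATP with peptide substrate | dosing = one dose of 10 µM per compound | schedule = 60 min reaction, RT | detection = luminescent ADP-Glo measurement of ADP formed | control set = DMSO neutral wells and GW8510 at 20 µM as positive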
HSF1 activator: increases HSF-1 driven luciferase reporter signal | NIH3T3-HGL HSF-1 luciferase reporter, MG132, 8 h; 100% = twice DMSO control signal | activation, % at 9 µM | 300,000 tested, 1.7% active;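 active = mean replicate activation of at least 50% with a set share of replicates each reaching 50%; inconclusive = only one of those two conditions met; inactive = mean below 50% and too few replicates reaching it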;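 note: 0% = median of the neutral control wells and 100% = twice that signal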
Platelet DG rel: modulates dense granule release in human platelets. human platelet-rich plasma, SFLLRN dense granule ATP release, luminescence. inhibition, %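 (compounds screened at 7.5 µM in platelet-rich plasma)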. 300,000 tested, 0.22% active. AID 1663;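 active = mean replicate score, as percent of positive control, at or above 50; inconclusive = mean below 50 but at least one replicate at or above 50; inactive = mean and every replicate below 50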
aSyn 5UTR inh: 5' untranslated region of α-synuclein, MLPCN primary screen; alpha-synuclein 5'UTR reporter, inhibitor activity; inhibition, % (tested at 7.5 µM); 300,000 tested, 0.82% active; in the data active = inhibition above about 60%; inconclusive = no clear call, values can overlap the other calls;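 note: H4 neuroglioblastoma cells stably carrying SNCA 5'UTR luciferase fusion; 0% = DMSO wells and 100% = positive control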
Starred values were filed as active, the others as inactive; u = inconclusive; x = no result given. The list is partial; count on the stated rates, not on these rows.

No.	SMILES	Dyrk1A ADPGlo	KLF5 inhibitor	HSF1 inhib	IEC-6 tox	GSK3 alpha inh
1	CCOC(=O)C(CCCCC(NC(C)=O)(C(=O)OCC)C(=O)OCC)(NC(C)=O)C(=O)OCC	-3	-31	-2	0	1
2	Cc1nc2ccccc2n1CSc1ccccc1	-1	-26	-1	1	x
3	Cc1cc(C)n(-c2nc(SCC(=O)O)c3c4c(sc3n2)CCCC4)n1	x	-17	2	0	1
4	O=C(Nc1cccc(C(=O)O)c1)/C(=C\c1ccco1)NC(=O)c1ccccc1	-1	-11	-4	-2	-4
5	Cc1cc(C)c(C)c(S(=O)(=O)N2CCC(C(=O)N3CCCCCCC3)CC2)c1C	-4	-13	7	-4	1
6	COc1ccc(NC(=O)N(Cc2cc3cc(C)ccc3[nH]c2=O)CC2CCCO2)cc1 (centres undefined)	3	10	-9	0	-2
7	O=[N+]([O-])c1ccc(CSc2ccccn2)cc1	-7	-58	16	-4	-1
8	Cc1nc(NC(=O)/C=C/c2ccccc2)sc1C(=O)Nc1ccccc1	6	5	-13	0	-1
9	COC(=O)c1c(C(=O)OC)c(-c2ccc(Br)cc2)n2c1CS(=O)C2 (centres undefined)	8	4	-4	-4	2
10	COc1ccc(Cn2c(-c3ccc(OC)cc3)nc3c(c(=O)c4ccccc4n3C)c2=O)cc1	x	7	-7	-4	-2
11	CCOC(=O)CC(C)(C)/C(C)=N/Nc1ccc([N+](=O)[O-])cc1[N+](=O)[O-]	-1	-1	2	0	2
12	Cc1ccc(C2CCN(C(=S)NC3CCCCC3)C2)cc1 (centres undefined)	-1	-10	-2	0	1

No.	HSP90 refold inh	GSK3B inh	HSF1 activator	Platelet DG rel	aSyn 5UTR inh
1	-1	1	0	-6	0
2	-2	2	3	10	-1
3	-2	-3	-11	23	17
4	-3	1	0	-13	-20
5	2	-3	13	6	16
6	-3	0	-7	0	16
7	-4	-1	17	1	-42
8	13	-1	1	-4	-17
9	6	-2	4	3	17
10	0	-12	-14	-25	9
11	5	7	3	1	1
12	-4	4	-14	3	-27

Carrying on:
No.	SMILES	Dyrk1A ADPGlo	KLF5 inhibitor	HSF1 inhib	IEC-6 tox	GSK3 alpha inh
13	COc1cc(C(=O)NC(C)c2ccc(S(N)(=O)=O)cc2)ccc1OCC(=O)N1CCOCC1 (centres undefined)	-16	0	-2	-1	0
14	CN(C)S(=O)(=O)c1cccc(NC(=O)CCc2nc3cc(S(=O)(=O)N4CCOCC4)ccc3n2C)c1	3	x	-3	x	x
15	O=C(NCc1ccccc1)NCC12CC3CC(CC(C3)C1)C2	x	-5	-3	2	-1
16	O=C(O)c1ccc(Sc2nnc3ccccn23)c([N+](=O)[O-])c1	-7	-13	-8	-6	-1
17	O=C(CN1C(=O)NC(Cc2c[nH]c3ccccc23)C1=O)Nc1cccc(S(=O)(=O)N2CCCC2)c1 (centres undefined)	x	-14	-2	0	-3
18	CCC(=O)NC(=S)Nc1cccc(NC(=O)c2ccc(Cl)cc2Cl)c1	-4	-35	-2	3	-2
19	CCCC(c1nnnn1C(C)(C)C)N1CCN(C(=O)c2ccco2)CC1 (centres undefined)	0	2	0	-5	0
20	O=C(Oc1cccc([N+](=O)[O-])c1)c1cc(-c2ccccc2)nc2ccccc12	7	-18	56	0	-4
21	CCc1nc(CNC(=O)C2CCC(=O)N(CCc3cccc(F)c3)C2)no1 (centres undefined)	-3	-39	0	-3	0
22	CCCC(C(=O)Nc1ccc(S(=O)(=O)N2CCCC2)cc1)c1ccccc1 (centres undefined)	0	x	0	x	0
23	CC(=O)c1c(C(C)=O)c(C)n(-c2nc(-c3ccc(Br)cc3)c(C)s2)c1C	2	-35	-6	-4	-3
24	N#Cc1cccc(NC(=O)CN2CCCCCC2)c1	5	-3	-4	6	-1

No.	HSP90 refold inh	GSK3B inh	HSF1 activator	Platelet DG rel	aSyn 5UTR inh
13	0	2	-17	-2	11
14	x	1	-5	9	3
15	-4	-1	12	-1	-1
16	9	-1	-7	6	5
17	3	2	8	-7	-1
18	3	1	1	0	44
19	-2	3	-8	12	-8
20	0	-3	75*	7	-14
21	-2	-2	3	-12	5
22	x	-3	3	1	28
23	0	-3	2	-1	-1
24	-1	1	-1	-12	15

Next part.
No.	SMILES	Dyrk1A ADPGlo	KLF5 inhibitor	HSF1 inhib	IEC-6 tox	GSK3 alpha inh
25	O=C(Nc1cccc2ccccc12)N1CCN(Cc2ccc3c(c2)OCO3)CC1	5	1	17	11	1
26	COc1ccc(NC(=O)c2c(C)nn(Cc3ccccc3)c2Cl)cc1S(=O)(=O)N1CCOCC1	1	-24	7	-4	-1
27	CCCSc1nc2c(c(=O)[nH]c(=O)n2C)n1CCc1ccccc1	-2	5	4	-5	-4
28	CC(=O)Nc1ccc(S(=O)(=O)Nc2nnc(C(C)C)s2)cc1	-5	-46	-10	5	-1
29	CSc1nnc(CNC(=O)c2ccccc2)n1-c1cccc(C)c1	2	-3	0	-3	0
30	C(=N\Nc1ccccn1)/c1c[nH]c2ccccc12	12	-74	177	7	-2
31	Cc1cccc(OCC(=O)Nc2cccc(-c3nnc(-c4ccccc4)o3)c2)c1C	-6	-36	25	-4	-1
32	c1ccc(-n2nnnc2Oc2ccc(-n3ccnc3)cc2)cc1	x	-44	-11	-5	1
33	CCc1ccc(C(=O)Nc2ccc3nc(C)ccc3c2)cc1	-2	-111	12	-7	-1
34	O=C1c2ccccc2-c2cccc(C(=O)N3CCCCCC3)c21	8	-1	-6	8	-1
35	Cn1c(SCC(=O)O)nnc1-c1ccc2ncccc2c1	x	-38	-6	-7	1
36	O=C(NCCc1nnc2ccc(N3CCCCCC3)nn12)c1ccccc1	3	0	-7	-6	0

No.	HSP90 refold inh	GSK3B inh	HSF1 activator	Platelet DG rel	aSyn 5UTR inh
25	12	4	33	1	-35
26	2	3	4	-3	17
27	-6	0	7	-14	24
28	5	1	2	-5	2
29	-8	0	17	-4	3
30	0	-4	251*	2	-114
31	-1	1	27	1	7
32	-4	-22	-22	7	-22
33	0	4	8	6	-178
34	-2	4	-8	-6	22
35	0	3	-9	7	5
36	-4	0	-10	-2	6

Later entries.
No.	SMILES	Dyrk1A ADPGlo	KLF5 inhibitor	HSF1 inhib	IEC-6 tox	GSK3 alpha inh
37	COc1cc2c(cc1OC)C(c1ccccc1Br)NC(=O)C2 (centres undefined)	0	-18	21	3	1
38	O=C(NNC1CC(=O)N(c2ccccc2)C1=O)c1ccccc1Cl (centres undefined)	x	-16	-9	-3	-1
39	CN(C)c1ccc(NC(=O)CN2CCN(S(=O)(=O)c3cc(Cl)ccc3Cl)CC2)cc1	4	-6	-3	0	0
40	CC(=O)c1ccc([N+](=O)[O-])c(CS(=O)(=O)c2ccc(Cl)cc2)c1	1	-7	1	0	-2
41	Cc1cccc(OCCN2CSC(=S)N(C)C2)c1	6	-19	17	1	3
42	CC(=O)N1CCN=C1SCc1ccc(F)cc1	2	-10	0	5	5
43	COCc1cc(N2CCN(c3ccccc3F)CC2)nc(-c2ccccc2)n1	-4	-22	x	-8	3
44	NS(=O)(=O)c1ccc(CNC(=S)NCc2ccc(Cl)cc2)cc1	6	-46	1	1	0
45	CC1CCCC(NC(=O)CCNC(=O)c2ccc([N+](=O)[O-])cc2)C1C (centres undefined)	-6	-33	-3	-7	-2
46	CCCCCC(=O)NNC(=O)Cc1ccc([N+](=O)[O-])cc1	-3	-15	8	-8	1
47	Cc1cc(/C=C2/NC(=O)N(c3ccccc3)C2=O)c(C)n1-c1cccnc1	2	-42	-11	-6	3
48	CCOC(=O)/C(C#N)=C\c1c(OCC)n(CC)c2ccccc12	-6	-30	1	3	-6

No.	HSP90 refold inh	GSK3B inh	HSF1 activator	Platelet DG rel	aSyn 5UTR inh
37	-1	2	17	11	1
38	-1	-1	4	-25	-29
39	-3	-1	15	u	-27
40	5	1	-17	10	-12
41	3	1	24	u	-12
42	0	3	4	26	-14
43	2	-4	x	8	3
44	0	-2	13	0	-3
45	-1	-2	1	23	-4
46	-2	0	12	0	12
47	6	1	-4	4	-149
48	-2	-1	5	7	24

The listing continues.
No.	SMILES	Dyrk1A ADPGlo	KLF5 inhibitor	HSF1 inhib	IEC-6 tox	GSK3 alpha inh
49	Cc1ccc(N(CCC#N)C(=O)COC(=O)C2CCN(c3ccc(C(F)(F)F)cn3)CC2)cc1	-5	x	-3	x	0
50	COc1cc(Cl)c(CN2CCCC(CO)(Cc3ccccc3)C2)cc1OC (centres undefined)	9	-22	5	4	x
51	Cc1cccc(NC(=O)CC2SC(=O)N(c3ccccc3)C2=O)c1 (centres undefined)	2	-35	16	-1	3
52	COC(=O)c1ccccc1NC(=O)c1cc2ccccc2o1	x	-37	7	0	-1
53	COc1ccccc1NC(=O)Nc1ccc2c(c1)nnn2C	-4	-87	6	5	0
54	O=C(N/N=C/c1cc([N+](=O)[O-])ccc1Cl)c1ccc2nc[nH]c2c1	-11	1	-14	-1	4
55	COc1ccc(C(=O)COC(=O)CNC(=O)c2cccc(OC(F)F)c2)cc1	5	-8	-1	-1	-4
56	COc1ccc(CC(=O)c2ccc(O)cc2O)cc1OC	2	-2	3	1	-3
57	CCOC(=O)N1CCN(Cc2nc(N)nc(Nc3ccc(Cl)cc3)n2)CC1	x	-10	6	0	-2

No.	HSP90 refold inh	GSK3B inh	HSF1 activator	Platelet DG rel	aSyn 5UTR inh
49	x	1	-1	17	13
50	0	0	-6	-4	-2
51	4	4	31	67*	-22
52	0	-1	26	-16	-79
53	-3	0	19	4	-96
54	3	-2	-13	5	3
55	4	2	3	-2	-5
56	0	-4	-2	1	-14
57	-2	3	11	-4	-6

Some of the entries so far, with two lines to a compound:
Sequence of screens: Dyrk1A ADPGlo | KLF5 inhibitor | HSF1 inhib | IEC-6 tox | GSK3 alpha inh | HSP90 refold inh | GSK3B inh | HSF1 activator | Platelet DG rel | aSyn 5UTR inh
(50) COc1cc(Cl)c(CN2CCCC(CO)(Cc3ccccc3)C2)cc1OC (centres undefined)
 : 9 | -22 | 5 | 4 | x | 0 | 0 | -6 | -4 | -2
(51) Cc1cccc(NC(=O)CC2SC(=O)N(c3ccccc3)C2=O)c1 (centres undefined)
 : 2 | -35 | 16 | -1 | 3 | 4 | 4 | 31 | 67* | -22
(52) COC(=O)c1ccccc1NC(=O)c1cc2ccccc2o1
 : x | -37 | 7 | 0 | -1 | 0 | -1 | 26 | -16 | -79
(53) COc1ccccc1NC(=O)Nc1ccc2c(c1)nnn2C
 : -4 | -87 | 6 | 5 | 0 | -3 | 0 | 19 | 4 | -96
(54) O=C(N/N=C/c1cc([N+](=O)[O-])ccc1Cl)c1ccc2nc[nH]c2c1
 : -11 | 1 | -14 | -1 | 4 | 3 | -2 | -13 | 5 | 3
(55) COc1ccc(C(=O)COC(=O)CNC(=O)c2cccc(OC(F)F)c2)cc1
 : 5 | -8 | -1 | -1 | -4 | 4 | 2 | 3 | -2 | -5
